Screening data deposited in PubChem BioAssay by Vanderbilt High Throughput Screening Facility.
DAT uptake mod: human DAT dopamine uptake with cocaine, either direction | Q01959 | LLC-PK1 hDAT cells, [14C]-dopamine uptake with cocaine IC80; actives deviate in either direction | B-score at 10 µM | hit rate 1.3% among 110,000;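 active means Z score or B-score, a plate-position-corrected score, falls beyond the plate's 99.7% confidence bounds, in either direction; inactive means both scores lie inside the 99.7% bounds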;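 further: scored against the spread of the other compound wells on the same plate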
Target sequence (Q01959 whole entry, looked up): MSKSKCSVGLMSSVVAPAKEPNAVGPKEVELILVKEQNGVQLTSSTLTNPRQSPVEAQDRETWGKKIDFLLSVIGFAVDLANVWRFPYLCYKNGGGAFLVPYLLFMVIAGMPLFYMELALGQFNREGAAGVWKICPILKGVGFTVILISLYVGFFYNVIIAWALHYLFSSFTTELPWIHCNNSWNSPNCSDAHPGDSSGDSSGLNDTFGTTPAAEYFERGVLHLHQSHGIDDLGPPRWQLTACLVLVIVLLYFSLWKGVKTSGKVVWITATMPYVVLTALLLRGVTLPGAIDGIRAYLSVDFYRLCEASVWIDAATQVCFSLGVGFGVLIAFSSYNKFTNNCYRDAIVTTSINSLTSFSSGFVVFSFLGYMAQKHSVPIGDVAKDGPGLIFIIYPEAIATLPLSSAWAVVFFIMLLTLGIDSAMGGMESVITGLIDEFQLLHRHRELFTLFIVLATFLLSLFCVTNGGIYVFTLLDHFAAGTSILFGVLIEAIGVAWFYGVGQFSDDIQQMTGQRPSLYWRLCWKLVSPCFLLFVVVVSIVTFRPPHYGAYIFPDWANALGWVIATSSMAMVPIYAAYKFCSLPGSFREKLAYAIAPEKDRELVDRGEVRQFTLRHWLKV
Active calls of the source: *.

Results for NC(=O)CC(NC(=O)Cc1cccc2ccccc12)c1ccc(NC2CCCCCC2)c([N+](=O)[O-])c1 (stereo not drawn) ?
DAT uptake mod: -0.307

How did O=C(NCCc1c[nH]c2ccccc12)C(=O)Nc1ccccc1 do in these assays?
DAT uptake mod: 0.00761

What do the screens show for `O=C(C1=C[C@@H](C2CC2)C[C@@H](OCCCCO)O1)N1CCN(Cc2ccc3c(c2)OCO3)CC1`?
DAT uptake mod: 0.00776

Results for CCCCCCCCCNC(=O)[C@H](NC(=O)COc1ccccc1)[C@@H]1NC(C(=O)OC)C(C)(C)S1 (stereo partly drawn) ?
DAT uptake mod: 1.02

Results for O=C(Nc1ccc(OC(F)(F)F)cc1)c1cnc2n(c1=O)CCS2 ?
DAT uptake mod: -0.788

What do the screens show for `Cc1cc(C)cc(C(=O)NC(CC(N)=O)c2ccc(NC3CCCCCC3)c([N+](=O)[O-])c2)c1` (stereo not drawn)?
DAT uptake mod: -0.612

How did COc1ccc(N2C=C3C(=O)C(C)(OC(=O)CCc4ccccc4)C(=O)C=C3C=C2c2ccc(C#N)cc2)cc1 (stereo not drawn) do in these assays?
DAT uptake mod: 1.74

What do the screens show for `O=C(NCCc1nc(-c2ccccc2)no1)c1ccco1`?
DAT uptake mod: 0.568

What do the screens show for `COc1ccc([C@H]2/C=C\CN(S(=O)(=O)/C=C/c3ccccc3)[C@@H](C)C(=O)N2Cc2ccc(F)cc2)cc1`?
DAT uptake mod: 0.918

How did CCC1=C(OC(=O)N(CC)CC)N2C(=O)OC(=NCC(=O)OC)[C@]2(C)[C@H]2C1=CC[C@H]1C(=O)N(CC)C(=O)[C@H]12 do in these assays?
DAT uptake mod: 0.0806

What do the screens show for `NC(=O)[C@@H]1CCCNc2c(I)cc([N+](=O)[O-])cc2C(=O)N[C@@H](Cc2ccccc2)C(=O)N[C@@H](Cc2cnc[nH]2)C(=O)N1`?
DAT uptake mod: 1.15

What do the screens show for `C=C(C)C(=O)Nc1cccc(C2=NOC3(C2)C[C@H](C(N)=O)N(C(=O)/C=C/C)C3)c1` (stereo partly drawn)?
DAT uptake mod: -0.287

How did CCCCN1CC[C@H]2C=CC[C@@H](C(=O)Nc3ccc(Cl)c(C(F)(F)F)c3)[C@H]2C1=O do in these assays?
DAT uptake mod: -0.387

What do the screens show for `S=C1NCCC12C(=S)Nc1ccccc12` (stereo not drawn)?
DAT uptake mod: 0.782

What do the screens show for `C/C=C(/C)C(=O)Nc1cccc(C2=NOC3(C2)C[C@@H](C(N)=O)N(C(=O)CC(c2ccccc2)c2ccccc2)C3)c1` (stereo partly drawn)?
DAT uptake mod: -0.141

What do the screens show for `c1ccc(C2[C@H]3CN(Cc4cccnc4)[C@H](c4ccccc4)C34CC2(c2ccccc2)C4)cc1` (stereo partly drawn)?
DAT uptake mod: 0.0655

Results for CC(=O)Cc1cc(=O)c2c(C)cc(O)c(C3OC(CO)C(O)C(O)C3O)c2o1 (stereo not drawn) ?
DAT uptake mod: -0.131

What do the screens show for `COc1ccc(N2CCCn3c2nc2c3c(=O)n(CCN3CCOCC3)c(=O)n2C)cc1`?
DAT uptake mod: 0.144

How did CC1(OC(=O)c2cccs2)C(=O)C=C2C=C(c3ccc(C#N)cc3)OC=C2C1=O (stereo not drawn) do in these assays?
DAT uptake mod: 1.82

How did COc1ccc(C(CCN2CCCCC2)c2c(OC)cc(OC)c3c(-c4ccccc4)cc(=O)oc23)cc1 (stereo not drawn) do in these assays?
DAT uptake mod: 0.357

What do the screens show for `CCC(C)[C@H](N)c1cn([C@@H](Cc2ccc(O)cc2)C(=O)N2CCNCC2)nn1` (stereo partly drawn)?
DAT uptake mod: 0.0735

What do the screens show for `CC(C)[C@H](N)C(=O)OCCOCn1cnc2c(=O)[nH]c(N)nc21`?
DAT uptake mod: -0.896

What do the screens show for `c1ccc2c(c1)[nH]c1ccccc12`?
DAT uptake mod: -0.137

How did O=C(Nc1ccccc1)C1=C[C@@H](C2CC2)C[C@@H](OCCCCO)O1 do in these assays?
DAT uptake mod: -1.47

What do the screens show for `COc1ccc(-c2cccc(C3CC=CC4C3C(=O)N(Cc3ccccc3)C4c3ccc(OC)c(Cl)c3)c2)cc1` (stereo not drawn)?
DAT uptake mod: -0.496

How did Cc1ccc(S(=O)(=O)N2CCN(C(=O)CCC(=O)N3CCc4ccccc43)CC2)cc1 do in these assays?
DAT uptake mod: 0.699

What do the screens show for `COc1cc(OC)c2c(-c3ccccc3)cc(=O)oc2c1C(CCN1CCCC(C)C1)c1ccc(N(C)C)cc1` (stereo not drawn)?
DAT uptake mod: 1.44

How did Cn1c(=O)c2c(SCC(=O)N3CCN(c4ccccc4)CC3)nc(C3CC3)nc2n(C)c1=O do in these assays?
DAT uptake mod: -0.561

What do the screens show for `CCCCC1=CC2=C(c3ccco3)C(=O)C(C)(OC(=O)c3ccc(OC)cc3)C(=O)C2=CN1c1ccccc1` (stereo not drawn)?
DAT uptake mod: 1.16

Results for COc1ccccc1-c1nc(-c2ccc(C(=O)O)cc2)no1 ?
DAT uptake mod: -0.789

How did O=C(NCc1ccc2c(c1)OCO2)c1cc2c(s1)CSC2 do in these assays?
DAT uptake mod: -0.0448

How did NC(=O)N1c2ccccc2C=Cc2ccccc21 do in these assays?
DAT uptake mod: -0.224

What do the screens show for `CCOC(=O)C1=C(C)N(CCCC(=O)O)C(=O)NC1C(CC)CC` (stereo not drawn)?
DAT uptake mod: -0.0994

What do the screens show for `C[C@@H]1CC=C[C@H]2[C@H]1C(=O)N(Cc1ccccc1)[C@H]2c1ccoc1`?
DAT uptake mod: 0.486

Results for NCCCC[C@H]1CNC(=S)N1CC1CCCCC1 ?
DAT uptake mod: -0.0475

Results for COC(=O)c1ccc(CN2[C@H](C(=O)OC)C[C@@]3(O)[C@H](O)[C@H](O)[C@H](O)C[C@@H]23)cc1 ?
DAT uptake mod: -0.68

How did CCO[C@@H]1OC(C(=O)N2CCN(Cc3ccccc3)CC2)=C[C@H](c2coc3ccccc3c2=O)[C@H]1CCCO do in these assays?
DAT uptake mod: 0.038

How did O=C(c1ccccc1)N1CCC(=O)N(C(CO)Cc2ccccc2)CC1 (stereo not drawn) do in these assays?
DAT uptake mod: -0.382

What do the screens show for `CCCNC(=O)c1ccc2c(=O)n3c(-c4ccc(C)cc4)csc3nc2c1`?
DAT uptake mod: -0.418

What do the screens show for `C=C(C)Cn1c(C2CC(=O)N(Cc3ccccc3)C2)nc2ccccc21` (stereo not drawn)?
DAT uptake mod: 0.529

The final three records of the section above come first, to join the parts.
How did O=C(c1ccccc1)N1CCC(=O)N(C(CO)Cc2ccccc2)CC1 (stereo not drawn) do in these assays?
DAT uptake mod: -0.382

What do the screens show for `CCCNC(=O)c1ccc2c(=O)n3c(-c4ccc(C)cc4)csc3nc2c1`?
DAT uptake mod: -0.418

What do the screens show for `C=C(C)Cn1c(C2CC(=O)N(Cc3ccccc3)C2)nc2ccccc21` (stereo not drawn)?
DAT uptake mod: 0.529

Results for O=c1cc(-c2ccccc2Cl)oc2c(NS(=O)(=O)c3cccs3)ccc(O)c12 ?
DAT uptake mod: 0.516

How did CCOC(=O)C1=C(C)N(CCCC(=O)O)C(=O)NC1c1ccccc1Cl (stereo not drawn) do in these assays?
DAT uptake mod: -0.124

What do the screens show for `Cc1nc(C(=O)N2CCOCC2)sc1C1(C)CC(c2ccccc2)=NO1` (stereo not drawn)?
DAT uptake mod: 0.71

What do the screens show for `C=CCN(C/C(=N\O)c1sc(C(=O)OCC)nc1C)c1cccc(Br)c1`?
DAT uptake mod: -1.03

Results for COc1ccc(-c2csc(NC(C)c3nc4cc(C(=O)NCCCO)ccc4n3Cc3ccc(C)cc3)n2)cc1 (stereo not drawn) ?
DAT uptake mod: 0.106

What do the screens show for `CCCc1c(OCCCCc2nn[nH]n2)ccc(C(C)=O)c1O`?
DAT uptake mod: -0.622

What do the screens show for `CC(C)C(C(=O)N1CCN(C(=O)OC(C)(C)C)CC1)n1cc(-c2cn([C@@H](C)C(=O)N3CCN(C(=O)OC(C)(C)C)CC3)nn2)nn1` (stereo partly drawn)?
DAT uptake mod: -0.334

Results for O=C(C1=C[C@@H](c2ccccc2)C[C@@H](OCCCCO)O1)N1CCOCC1 ?
DAT uptake mod: -0.17

What do the screens show for `Cn1c(-c2nnn(-c3ccc(F)cc3)n2)cc2ccccc21`?
DAT uptake mod: -1.61

How did COc1ccc(NC(=O)n2nc(OC(=O)c3cccs3)cc2N)cc1 do in these assays?
DAT uptake mod: -0.0274

What do the screens show for `C=C(C)C(=O)Nc1cccc(C2=NOC3(C2)C[C@H](C(N)=O)N(C(=O)COc2ccc(Cl)cc2)C3)c1` (stereo partly drawn)?
DAT uptake mod: -0.639

What do the screens show for `O=C(C1=C[C@@H](C2CC2)C[C@@H](OCc2ccc(CO)cc2)O1)N1CCOCC1`?
DAT uptake mod: 0.00827

How did COc1ccc(-c2cc(=O)c3cc(C)ccc3[nH]2)cc1 do in these assays?
DAT uptake mod: -0.62

How did CC(C)(C)OC(=O)NCCCC[C@H](NC(=O)c1nc[nH]c1C(=O)N1CCN(C(=O)OC(C)(C)C)CC1)C(=O)OC(C)(C)C do in these assays?
DAT uptake mod: 0.117

Results for CC(C)(C)OC(=O)NCCCC[C@@H](C(=O)N1CCN(C(=O)OC(C)(C)C)CC1)n1cc(CCC(=O)O)nn1 ?
DAT uptake mod: -0.878

How did COc1ccc(C(=O)OCCc2ccc(O)cc2)cc1 do in these assays?
DAT uptake mod: 1.32

How did Clc1ccc(N2CCN(c3ncnc4c3oc3ccccc34)CC2)cc1 do in these assays?
DAT uptake mod: -0.815

How did O=S(=O)(NCc1ccccc1)c1ccc(F)cc1Br do in these assays?
DAT uptake mod: -0.0964

How did Cc1ccc(CNC(=O)C2CC(c3ccc(C(F)(F)F)cc3)=NO2)o1 (stereo not drawn) do in these assays?
DAT uptake mod: 1.67

What do the screens show for `CC1(c2nnc(-c3ccc(F)cc3)o2)CC(c2ccc([N+](=O)[O-])cc2)=NO1` (stereo not drawn)?
DAT uptake mod: -0.274

How did CCO[C@@H]1OC(C(=O)N2CCN(Cc3ccccc3)CC2)=C[C@H](c2ccc(Br)cc2)[C@H]1CCCO do in these assays?
DAT uptake mod: -0.144

How did COc1ccc(-c2ccc3oc(-c4ccc(OC)cc4)c(C#CC4(O)CCCCC4)c3c2)cc1 do in these assays?
DAT uptake mod: -0.373

How did COc1ccc(C2=NOC(C)(c3nnc(Cc4ccccc4)o3)C2)cc1 (stereo not drawn) do in these assays?
DAT uptake mod: -0.454

What do the screens show for `Cn1c([N+](=O)[O-])cnc1COC(N)=O`?
DAT uptake mod: -0.605

How did NC1=NC[C@@H](Cc2ccc(O)cc2)N1CCCCC1CCCCC1 do in these assays?
DAT uptake mod: 0.296

How did CCO[C@H]1OC(C(=O)N2CCN(Cc3ccccc3)CC2)=C[C@@H](c2cn(C(C)=O)c3ccccc23)[C@@H]1CCCO do in these assays?
DAT uptake mod: -0.181

Results for Cn1c(=O)c2c(nc(CN3CCC(C(N)=O)CC3)n2Cc2ccccc2Cl)n(C)c1=O ?
DAT uptake mod: -0.43

Results for Cc1ccc(CNC(=O)c2ccc3c(=O)n4c(-c5ccc(C)cc5)csc4nc3c2)cc1 ?
DAT uptake mod: 0.0216

Results for C/C=C/c1ccc(OC(C)=O)c(OC)c1 ?
DAT uptake mod: -0.234

How did OCC[C@@H]1C[C@H](O)[C@@H](O)[C@@]2(CCCO2)O1 do in these assays?
DAT uptake mod: -0.174

What do the screens show for `O=c1cc(-c2ccccc2Cl)oc2cc(O)cc(O)c12`?
DAT uptake mod: 0.117

Results for C#CCn1c(=O)c2c(ncn2C)n(C)c1=O ?
DAT uptake mod: 1.12

What do the screens show for `Cc1ccc(O)c(N=Nc2ccccc2)n1`?
DAT uptake mod: 0.812

What do the screens show for `COc1ccc(NC(=O)[C@@H]2CC=C[C@@H]3CCN(C4CCCCC4)C(=O)[C@@H]32)cc1`?
DAT uptake mod: 1.55

Results for COCCN1C(=O)c2oc3ccccc3c(=O)c2C1c1ccc(OC)c(OC)c1 (stereo not drawn) ?
DAT uptake mod: -0.864

How did COCCN1C(=O)N[C@@H](CCc2ccccc2)[C@H](C(C)=O)[C@H]1C do in these assays?
DAT uptake mod: -0.766

Results for O=C(C1=C[C@H](C2CC2)C[C@H](OCCCCO)O1)N1CCOCC1 ?
DAT uptake mod: -0.885

Results for C=CCCCN(Cc1ccccc1)S(=O)(=O)c1ccccc1Br ?
DAT uptake mod: 0.0873

How did CC[C@H](C)C(C(=O)N1CCN(C(=O)OC(C)(C)C)CC1)n1cc(C(Cc2ccc(O)cc2)NC(=O)OC(C)(C)C)nn1 (stereo partly drawn) do in these assays?
DAT uptake mod: 1.6

Results for COCCN1C(=O)N[C@@H](c2ccccc2)C(C(C)=O)=C1C ?
DAT uptake mod: 0.00103

How did NC(=O)[C@@H]1CCNc2c(I)cc([N+](=O)[O-])cc2C(=O)N[C@@H](CCC(=O)O)C(=O)N[C@@H](CO)C(=O)N1 do in these assays?
DAT uptake mod: 0.422

Results for CCOC(=O)C[C@H]1c2cc(F)ccc2S(=O)(=O)N1C1CCCCC1 ?
DAT uptake mod: -0.0853

How did CCN1CCCC1CNC(=O)c1cc(S(N)(=O)=O)ccc1OC (stereo not drawn) do in these assays?
DAT uptake mod: -0.278

What do the screens show for `COC(=O)CCC(=O)OC1(C)C(=O)C=C2C=C(C3CC3)N(Cc3ccccc3)C=C2C1=O` (stereo not drawn)?
DAT uptake mod: -2.31*

Results for C/C=C(\C)C(=O)NCCN1C2=NC[C@H](Cc3ccccc3)N2C[C@H]1Cc1ccc(O)cc1 ?
DAT uptake mod: 0.0462

Of the compounds above, 4 contain a tert-butyl group:
What do the screens show for `CC(C)C(C(=O)N1CCN(C(=O)OC(C)(C)C)CC1)n1cc(-c2cn([C@@H](C)C(=O)N3CCN(C(=O)OC(C)(C)C)CC3)nn2)nn1` (stereo partly drawn)?
DAT uptake mod: -0.334

How did CC(C)(C)OC(=O)NCCCC[C@H](NC(=O)c1nc[nH]c1C(=O)N1CCN(C(=O)OC(C)(C)C)CC1)C(=O)OC(C)(C)C do in these assays?
DAT uptake mod: 0.117

Results for CC(C)(C)OC(=O)NCCCC[C@@H](C(=O)N1CCN(C(=O)OC(C)(C)C)CC1)n1cc(CCC(=O)O)nn1 ?
DAT uptake mod: -0.878

How did CC[C@H](C)C(C(=O)N1CCN(C(=O)OC(C)(C)C)CC1)n1cc(C(Cc2ccc(O)cc2)NC(=O)OC(C)(C)C)nn1 (stereo partly drawn) do in these assays?
DAT uptake mod: 1.6

An excerpt (hit frequency here may not be typical).
